# Growth percent in the NCI-60 one-dose screen (48 h, 10 µM unless noted): 100 = growth as untreated, 0 = no growth, -100 = all killed.
# SN12C = SN12C renal cancer cells. hit rate 3.8% among 81,000
# UO-31 = UO-31 renal cancer. hit rate 5.2% among 81,000
# 786-0 = 786-0 renal cancer cells; hit rate 5.1% among 81,000
# TK-10 = TK-10 renal cancer cells; hit rate 3.9% among 81,000
# CAKI-1 = CAKI-1 renal cancer | hit rate 4.7% among 75,000 | AID 1794772
# U251 = U251 CNS tumor cells. hit rate 5.4% among 80,000
# RXF 393 = RXF 393 renal cancer cells; hit rate 6.9% among 77,000; AID 1794773
# ACHN = ACHN renal cancer; hit rate 4.9% among 81,000
# A498 = A498 renal cancer cells. AID 1794774. hit rate 5.4% among 76,000
# An asterisk follows results filed as active; / = no result given; & = joins results of further samples. Rule for the calls: active = growth percent below 10; inactive = the rest. Rows are unselected; overall some 12% were active at least once.
SMILES,SN12C,UO-31,786-0,TK-10,CAKI-1,U251,RXF 393,ACHN,A498
CN(C)CCCNc1c2ccc(Cl)cc2nc2c1oc1ccccc12,6.3*,12,2.1*,/,6.1*,19,-68*,-36*,8.6*
C=CCn1c(C)nc2cc(Nc3nc(Cl)nc4nc[nH]c34)ccc21,93,100,95,110,95,94,101,96,79
N#CCS(=O)(=O)c1ccccc1,102,89,106,105,89,100,115,106,98
C=C1SC(=Nc2c(C)cc(C)cc2C)N(C(=O)c2sc3ccccc3c2Cl)C12CCCCC2,92,68,96,110,102,100,107,94,103
CSC(=O)N1CCN(C)CC1,113,89,103,107,/,100,128,96,115
Clc1ccccc1N1CCN(CCCN2CCN(c3ccccc3Cl)CC2)CC1,82,79,73,/,80,72,83,99,87
CCNC(=O)Oc1ccc(/C(=C(/C)c2ccc(Cl)cc2)c2ccc(OCCN3CCCCCC3)cc2)cc1,37,-9.5*,22,85,10,27,-10*,42,65
O=[N+]([O-])c1ccc2ncccc2c1Cl,46,30,64,67,32,36,91,56,100
Cc1cc(C)c(CCCC(=O)c2c(C)cc(C)cc2C)c(C)c1,104,94,93,94,101,99,100,114,84
N#Cc1cnc(OC2CCOC2)nc1-n1cnc2ccccc21 (stereo not drawn),89,81,95,101,91,106,128,102,109
N#C/C(=C\c1cc2ccccc2nc1Cl)C(=O)c1c[nH]c2ccccc12,68,71,91,105,67,84,/,82,89
Nc1ccc(-c2nc3ccccc3s2)cc1,93,58,104,/,73,96,110,89,91
Cc1ccc(C(=O)c2ccc(CC(=O)N=Nc3c(O)[nH]c4ccccc34)n2C)cc1,81,59,93,121,72,92,84,89,85
Nc1cc(Cl)cc(S(=O)(=O)O)c1O,100,97,98,/,100,102,107,101,114
Cn1nc(Br)c(=O)n(C(c2ccccc2)c2ccccc2)c1=O,94,79,108,124,92,92,77,88,74
Cc1nc2nc3c(c(C)nn3-c3ccccc3)c(-c3ccc(Cl)cc3)c2c(=O)[nH]1,97,97,96,113,85,/,114,105,97
CN(C)CCC(c1ccc(Br)cc1)c1ccccn1 (stereo not drawn),99,80,90,99,83,100,119,99,107
Cc1ccc2c(c1)n([O-])c1cc(Cl)ccc1[n+]2=O,100,89,91,130,111,110,107,114,88
COc1ccc(Nc2nn3c(C)cc(C)nc3c2C(N)=O)c(OC)c1,86,92,92,78,98,99,109,102,100
COc1ccc2[nH]c(=O)c(O)c(-c3cccc(O)c3)c2c1,97,78,102,107,/,99,104,100,90
C=C1CCC2C3(C)COC(c4ccc(N(C)C)cc4)OC3CCC2(C)C1C/C=C1/C(=O)OCC1O (stereo not drawn),45,54,96,94,/,51,1.3*,79,109
CC(C)(C)C(=O)Nc1cc(NC(=O)C(C)(C)C)cc(C(=O)Nc2ccccc2)c1,107,88,99,95,95,103,116,105,111
C#Cc1nc(Nc2cc(C)[nH]n2)c2ccccc2n1,-32*,-36*,-61*,-21*,-70*,/,/,-42*,-94*
OCC1CC2CCC1C2 (stereo not drawn),98&95,89&88,105&102,104&100,94&95,98&99,90&120,99&106,114&118
Cc1nc(NN)c([N+](=O)[O-])c(NN)n1,103,95,104,118,99,102,160,110,142

# 6 entries from above, reformatted.
mol	SN12C	UO-31	786-0	TK-10	CAKI-1	U251	RXF 393	ACHN	A498
Nc1cc(Cl)cc(S(=O)(=O)O)c1O	100	97	98	/	100	102	107	101	114
Cn1nc(Br)c(=O)n(C(c2ccccc2)c2ccccc2)c1=O	94	79	108	124	92	92	77	88	74
Cc1nc2nc3c(c(C)nn3-c3ccccc3)c(-c3ccc(Cl)cc3)c2c(=O)[nH]1	97	97	96	113	85	/	114	105	97
CN(C)CCC(c1ccc(Br)cc1)c1ccccn1 (stereo not drawn)	99	80	90	99	83	100	119	99	107
Cc1ccc2c(c1)n([O-])c1cc(Cl)ccc1[n+]2=O	100	89	91	130	111	110	107	114	88
COc1ccc(Nc2nn3c(C)cc(C)nc3c2C(N)=O)c(OC)c1	86	92	92	78	98	99	109	102	100

# A draw from above in order of molar mass, rising.
SMILES,SN12C,UO-31,786-0,TK-10,CAKI-1,U251,RXF 393,ACHN,A498
Nc1cc(Cl)cc(S(=O)(=O)O)c1O,100,97,98,/,100,102,107,101,114
C=C1CCC2C3(C)COC(c4ccc(N(C)C)cc4)OC3CCC2(C)C1C/C=C1/C(=O)OCC1O (stereo not drawn),45,54,96,94,/,51,1.3*,79,109
CCNC(=O)Oc1ccc(/C(=C(/C)c2ccc(Cl)cc2)c2ccc(OCCN3CCCCCC3)cc2)cc1,37,-9.5*,22,85,10,27,-10*,42,65

# (list continues)
SMILES,SN12C,UO-31,786-0,TK-10,CAKI-1,U251,RXF 393,ACHN,A498
N#CC(=Nc1ccccc1)c1ccccc1,104,77,107,108,116,113,122,108,119
O=C(CCCCN1CCOCC1)Nc1ccc(Cn2nnc3c2C(=O)c2nnn(Cc4ccc(NC(=O)CCCCN5CCOCC5)cc4)c2C3=O)cc1,-47*,10,-50*,14,7.2*,-85*,-67*,-4.6*,-91*
O=C(NC(=S)N1CCCC1)c1ccccc1,92,83,107,93,101,106,130,105,122
O=c1n(Cc2ccc3ccccc3c2)c2ccccc2n1Cc1ccc2ccccc2c1,89,82,59,93,/,68,65,61,97
CCN1CCN(C(=O)[C@]23CC[C@@H](C)[C@H](C)[C@H]2C2=CC[C@@H]4[C@@]5(C)C/C(=C/c6ccc(C(F)(F)F)cc6)C(=O)C(C)(C)[C@@H]5CC[C@@]4(C)[C@]2(C)CC3)CC1,99,85,92,129,70,94,101,101,97
CCOC(=O)/C=C/c1ccc(OC(C)=O)cc1,109,86,114,95,/,103,120,/,101
CCCCCCN(CCCCCC)CC(=O)c1ccc2cc(Br)c3ccccc3c2c1,104,74,102,96,91,96,98,105,84
O=C(CC(c1ccccc1)N1CCOCC1)c1ccccc1 (stereo not drawn),88,76,81,100,99,81,/,103,/
Cc1ccc(NC(=S)NNC(=O)c2cn3c4c(c(N5CCN(C)CC5)c(F)cc4c2=O)OCC3C)cc1 (stereo not drawn),96,87,91,108,/,107,/,101,89
CC1(C)OCC(CCCOCc2ccccc2)O1 (stereo not drawn),98,94,/,108,99,96,113,112,123
COc1nc2ccc(C)cc2cc1/C=[N+](\[O-])c1ccccc1,90,59,103,116,82,95,101,83,76
COc1cc(/C=N/n2cnc3oc(-c4ccccc4)cc3c2=N)cc(CN2CCCC2)c1O,-79*,9.5*,-81*,114,63,-46*,16,76,86
CCCCCCCCCCSCC(N)C(=O)O (stereo not drawn),105,99,106,114,101,/,/,103,/
Cn1cc(C(=O)c2nc(-c3c[nH]c4ccc(F)cc34)no2)c2cc(Br)ccc21,92,61,106,119,72,103,122,87,82
O=C(Nc1ccc(CN2CCc3nc4cc(O)c(O)cc4cc32)cc1)Nc1ccc(F)cc1F,100,63,93,/,91,94,103,105,107
Cc1ccc(N=Nc2ccc(C)cc2NC(=O)Nc2ccccc2F)cc1,102,86,82,108,92,88,134,92,89
CC(=O)OC[C@H]1OC(Sc2sc(C(=O)c3ccc(C)cc3)c(N)c2-c2nc3ccccc3s2)[C@H](OC(C)=O)[C@@H](OC(C)=O)[C@H]1OC(C)=O (stereo partly drawn),91,58,89,125,59,94,96,87,53
NC(=O)N/N=C/c1ccc(O)cc1,100,97,/,100,99,99,107,107,98
N#CC1C=CN(CC(N)=O)c2ccc3cccnc3c21 (stereo not drawn),96,98,98,115,91,92,114,104,86
COc1ccccc1-c1cn2ccnc2c(-c2ccccc2O)n1,79,63,88,87,72,76,63,78,64
CCCC(=O)Nn1c(N)cc2cc(Br)ccc2c1=O,103,85,108,112,95,105,103,105,122
N#Cc1c(Cl)nc(SCc2ccc([N+](=O)[O-])cc2)nc1-c1ccc(F)cc1,72,83,88,101,83,84,88,102,107
O=S(=O)(c1ccccc1)N1CC2CC(Br)C(Br)CC21 (stereo not drawn),98,65,112,96,87,102,98,98,111
COc1cccc(-c2nc3sccn3c2-c2ccnc(NCCNS(=O)(=O)c3ccc(F)cc3)c2)c1,27,17,42,47,18,/,42,13,18
N#CC1=C(c2ccc(Br)cc2)NC(SCC(=O)c2ccc(Br)cc2)NC1=O (stereo not drawn),109,90,93,118,97,108,108,109,80
SMILES,SN12C,UO-31,786-0,TK-10,CAKI-1,U251,RXF 393,ACHN,A498
CN(C[C@H]1Cc2c(cccc2N2CCN(Cc3ccccn3)CC2)CN1)[C@H]1CCCc2cccnc21,54,20,68,59,43,32,78,43,66
COc1cc(C2C=C(c3ccc(N)cc3)N=C3SC=CN32)cc(OC)c1OC (stereo not drawn),97,79,95,104,98,84,100,101,91
COc1cc(/C=N/NC(=O)c2ccccc2Nc2ccnc(C(F)(F)F)c2)ccc1O,122,98,106,147,-21*,106,/,111,116
O=C(Cc1ccc(C(O)CC(=O)c2ccccc2O)cc1)Nc1ccccc1 (stereo not drawn),/,81,133,99,81,87,95,93,103
Cc1csc(Nc2nc(-c3ccc(Cl)cc3)nc(C(Cl)(Cl)Cl)n2)n1,94,85,89,100,78,73,87,50,85
COc1ccc(-c2ccc(/C=N/NC(=O)c3[nH]c4ccc(Br)cc4c3-c3ccccc3)o2)cc1,35,44,35,88,28,26,17,31,74
C/C=C(/C)C(=O)O[C@@H]1CC(C)(C)CC2C3=CCC4[C@@]5(C)CC/C(=N\O)C(C)(C)C5CC[C@@]4(C)[C@]3(C)CC[C@]21C(=O)O (stereo partly drawn),75,62,79,90,77,68,81,74,72
O=C(N=C1SCCN1C(=O)c1ccc(Cl)cc1)c1ccc(Cl)cc1,100,75,93,94,82,85,92,106,116
CCOC(=O)CC(C(=O)OCC)P(c1ccccc1)c1ccccc1 (stereo not drawn),93,100,103,104,99,103,106,107,84
c1cnc2[nH]c3cc4c(cc3c2c1)OCO4,91,67,107,125,87,93,174,93,133
COc1cc(C2CC(c3ccc(C)cc3)=NN2C(C)=O)ccc1Oc1ccnc2cc(Cl)ccc12 (stereo not drawn),78,62,22,11,58,15,27,32,64
CCOP(=O)(OCC)/C(C#N)=C/c1cccc([N+](=O)[O-])c1,103,99,103,102,99,104,113,108,99
NNC(=O)CC1=NNC(=O)C1,98,79,101,102,93,101,134,104,109
O=c1c2cnn(-c3ccccc3)c2nc2n1NC(CCl)=NN2,104,87,106,109,97,108,111,108,104
Cc1ccc(NC(=O)N/N=C/c2cc3ccccc3n3nnnc23)cc1,91,70,92,91,89,89,95,100,/
CN(C)CCCN1c2ccccc2Sc2ccc(C(F)(F)F)cc21,/,19,9.6*,25,22,20,/,/,63
CC(C)=CCC1=CC(=O)c2ccccc2C1=O,95,76,118,124,107,97,121,87,97
CCN(CC)CCOc1ccccc1/C=C/c1noc2ccccc12,62,51,79,88,64,71,82,66,96
CC(=O)OC(C)C(=O)NCC(C)O (stereo not drawn),106,82,95,113,108,/,113,102,98
COC(=O)C(C)C1Sc2ccccc2NC1=O (stereo not drawn),110,91,98,159,83,101,/,107,117
CC1(c2ccc(Br)cc2)NC(=O)NC1=O (stereo not drawn),100,95,96,106,98,97,112,104,99

# Single values from the list.
# Result of N#CCS(=O)(=O)c1ccccc1 in CAKI-1: 89
# Result of O=C(CCCCN1CCOCC1)Nc1ccc(Cn2nnc3c2C(=O)c2nnn(Cc4ccc(NC(=O)CCCCN5CCOCC5)cc4)c2C3=O)cc1 in ACHN: -4.6*

# Compound activity from PubChem BioAssay.
